# Growth percent in the NCI-60 one-dose screen (48 h, 10 µM unless noted): 100 = growth as untreated, 0 = no growth, -100 = all killed.
# SNB-19: SNB-19 CNS cancer cells | hit rate 2.5% among 81,000
# CAKI-1: CAKI-1 renal cancer | hit rate 4.7% among 75,000
# NCI-H23: NCI-H23 lung cancer. AID 1794731. hit rate 4% among 80,000
# A498: A498 renal cancer cells. hit rate 5.4% among 76,000. AID 1794774
# U251: U251 CNS tumor cells; hit rate 5.4% among 80,000
# SF-295: SF-295 CNS cancer cells; hit rate 5.6% among 79,000
# SNB-75: SNB-75 CNS cancer. hit rate 5% among 79,000. AID 1794750
# SF-539: SF-539 CNS cancer; hit rate 6.8% among 81,000
# SF-268: SF-268 CNS cancer cells; hit rate 3.1% among 82,000; AID 1794759
# The depositor's hits bear a star; . = not tested or not shown; & = joins results of further samples. The calls were made as follows: active = growth percent below 10; inactive = the rest.
no.	mol	SNB-19	CAKI-1	NCI-H23	A498	U251	SF-295	SNB-75	SF-539	SF-268
1	CC(C)(C)n1cc(-c2ccnc(NCCNS(=O)(=O)c3ccc(C(F)(F)F)cc3)c2)c(-c2ccccc2)n1	101	91	83	62	75	84	81	82	95
2	CCCCCCNC(=O)Oc1ccc(/C(=C(\C)c2ccc(Cl)cc2)c2ccc(OCCN(C)C)cc2)cc1	61	70	76	.	46	85	76	42	65
3	Cn1cnc2nc(Cl)nc(Cl)c21	61	-62*	41	63	14	16	48	2.9*	22
4	COc1ccc(C(=O)NCC(C)C)cc1OC	100	.	99	90	99	100	95	98	103
5	O=C1CCC(C(=O)N/N=C/c2cc(F)ccc2F)N1 (stereo not given)	99	98	95	106	98	100	81	101	97
6	COC(=O)c1ccc2[nH]c(O)c(C(=Nc3ccc(N(C)C(=O)CN4CCN(C)CC4)cc3)c3ccc(C)cc3)c2c1	-11*	-42*	-9.9*	-74*	-77*	1.1*	-27*	-96*	5.2*
7	COc1ccc(C2=Cn3c(CCC(=O)c4nc5ccccc5[nH]4)nnc3SC2)cc1	113	97	95	58	94	84	110	92	107
8	CC(C)CC(NC(=O)CCc1nc2c(=O)[nH]c(=S)[nH]c2[nH]c1=O)C(=O)O (stereo not given)	101	91	97	96	103	95	91	102	97
9	C/C(=N\NC(=O)Nc1c(Cl)cccc1Cl)c1cc2ccccc2oc1=O	98	83	106	.	100	101	90	92	92
10	O=Cc1cccc2c([N+](=O)[O-])cccc12	95	101	98	88	100	108	73	105	98
11	O=C(Cn1c2ccccc2c2ccncc21)N/N=C/c1ccncc1	93	.	105	96	101	104	108	101	101
12	CN(C)c1cc(NN=C(c2ccc(O)cc2)c2ccc(O)cc2)c([N+](=O)[O-])cc1[N+](=O)[O-]	68	75	41	135	71	79	98	75	82
13	CC(=O)c1ccc(N=NN(C)C)cc1	109	101	103	96	106	97	83	100	102
14	O=C1c2ccccc2C(=O)c2c1ccc1[nH]c(CNCc3ccc(C(F)(F)F)cc3)nc21	89	80	90	55	90	102	77	98	85
15	CC(O)C(NC(=O)OCc1ccccc1)C(=O)O (stereo not given)	104	105	102	130	103	118	95	107	118
16	N#Cc1ncc(-c2cccc(F)c2F)c(NC2CCCCCC2)n1	73	85	85	64	50	82	70	87	63
17	CC(=O)c1cc2c(N)c(C(=O)Nc3cccc4cnccc34)sc2nc1C	100	82	103	.	108	102	97	102	106
18	Cc1cc(C)nc(Nc2ncc(C(=O)NCCc3c(C)[nH]c4ccccc34)cn2)c1	99	104	104	92	107	102	102	107	101
19	COC(=O)c1cc2c(n1Cc1ccccc1)-c1oncc1CCC2	82	79	82	54	69	75	67	69	87
20	COc1cc(/C=C/c2cccnc2Nc2ccc(F)cc2)cc(OC)c1OC	59	82	90	.	37	89	78	86	88
21	Cc1ccc(-c2cc(-c3ccccc3)n(-c3ccccc3)n2)cc1	95	95	96	92	98	156	99	115	98
22	CCOc1ccccc1C(O)C1=CC(=O)c2ccccc2C1=O (stereo not given)	91	99	101	105	97	115	79	105	112
23	COc1ccc(N2CCN(C(=O)c3sc4nc(C)c(Br)c(C)c4c3N)CC2)cc1	99	83	99	103	87	96	77	92	89
24	CNC(=S)N(C)N	107	101	101	103	102	.	98	97	103
25	COc1cc(C2=N/C(=C\c3cc4ccccc4nc3Oc3ccccc3)C(=O)N2C(=N)N)cc(OC)c1OC	32	.	71	69	51	55	6.5*	33	31
26	Cc1cc(N=C2NC(=O)/C(=C/c3ccc([N+](=O)[O-])cc3)S2)no1	55	66	72	66	41	66	86	72	71
27	CC(=O)NC(C)c1ccccc1 (stereo not given)	98	97	105	87	100	110	88	103	95
28	O=C1NC(=O)/C(=C/c2ccc(C3Oc4ccccc4C4CC(c5ccc(Cl)cc5)=NN43)cc2)S1 (stereo not given)	94	88	88	110	98	100	87	98	90
29	CCCCCC1C(C)=CC(C)=C(C)C1(C)C[N+](C)(C)C (stereo not given)	95	.	89	107	93	87	72	92	86
30	Cc1ccc2c(c1)C(=O)N(CNc1cc(Cl)ccc1Cl)C2=O	109	.	100	82	101	95	90	99	98
31	COc1ccc(-n2c(SCc3cn(-c4ccc(Cl)cc4)nn3)nc3ccccc3c2=O)cc1	105	.	94	102	92	.	71	99	95
32	O=C(Nc1cccc(-n2cc(-c3ccncc3)c(-c3ccc(O)c(Cl)c3)n2)c1)c1ccc(Cl)c(Cl)c1	73	13	78	75	11	14	38	36	74
33	COc1ccc2[nH]cc(-c3noc(C(=O)c4cn(C)c5ccccc45)n3)c2c1	98	84	93	109	103	108	91	93	95
34	CC(=O)/C(=C/n1c(=S)sc2ccccc21)C(=O)Nc1ccccc1	96	85	95	114	90	106	87	103	101
35	Cc1nc2nc[nH]c(=O)c2nc1C	108	111	114	119	105	114	85	105	104
36	N#Cc1c(-c2ccccc2)c2c(N)nn(-c3ccccc3)c2oc1=O	96	98	103	111	96	94	96	95	103
37	CCCOC(=O)CC1(O)CCCCC1	98	93	100	122	94	94	99	98	103
38	CCOC(=O)OC(C#N)c1ccccc1 (stereo not given)	106	98	102	101	107	106	102	96	110
39	O=C1NC(c2ccc(C(F)(F)F)cc2)N=C2C(c3ccc(Cl)cc3)=NOC12 (stereo not given)	97	.	81	94	88	108	95	99	97
40	CSc1nnc(C2=CC(=O)c3ccccc3C2=O)n1-c1ccc(Cl)cc1	70	101	82	85	56	63	93	89	87
41	COc1ccc(NC(=O)[C@@H](N)Cc2ccccc2)cc1C(=O)Nc1cccc(C2CC(=O)c3c(cc(OC)c(OC)c3OC)O2)c1 (stereo not given in full)	79	54	.	96	60	127	108	82	60
42	CCCCCCCCCCCCSC#N	96	105	105	96	92	106	94	110	102
43	COc1ccc(Nc2ccnc(NCCCNc3ccnc4cc(Cl)ccc34)n2)cc1	7.1*	-40*	58	-7.8*	-84*	-82*	-75*	-100*	-29*
44	CCCC(=O)Nn1c(N)cc2ccccc2c1=O	100	93	95	198	115	100	96	108	107
45	CN(C)CCCCCCN	103	97	93	98	100	101	72	95	96
46	Clc1cccc(-c2c[nH]c3ncnc(N4CCOCC4)c23)c1	98	87	99	85	102	102	87	88	95
47	CC(=O)OC1CC(n2cc(F)c(=O)[nH]c2=O)OC1CO (stereo not given)	34	29	31	47	26	15	54	.	29
48	COc1cc(C(=O)Nc2cc(O)c(CC=C(C)C)c(O)c2)cc2c1O[C@]1(C)CC[C@@H](O)C(C)(C)[C@H]1C2	53	9.9*	39	17	16	-52*	18	-51*	39
49	CCCCC(=O)N(c1ccc(Nc2c3ccccc3nc3cc([N+](=O)[O-])ccc23)cc1)S(C)(=O)=O	69	60	82	79	64	34	66	80	53
50	O=C(C1=C(O)C(=O)N(Cc2cccnc2)C1c1cccc(Oc2ccccc2)c1)c1ccco1 (stereo not given)	113	117	102	109	104	116	91	102	112
51	CCOC(=O)c1cc2c(n1C)-c1c(cc(S(=O)(=O)c3ccccc3)c(=O)n1C)CCC2	95	87	92	85	97	96	88	97	105
52	Oc1ccc(-c2nn(-c3ccccc3)cc2-c2nc3ccccc3[nH]2)cc1	89	102	96	99	102	115	79	106	94
53	CC12CCC(C(=O)C1)C1(C)CCCC(=O)C21 (stereo not given)	104	99	107	101	102	103	96	108	104
54	C=C1CC[C@@H]2[C@](C)(COC(C)=O)[C@H](OC(C)=O)CC[C@@]2(C)[C@@H]1CC(C1=CCOC1=O)N1CCN(c2cc3c(cc2F)C(=O)C(C(=O)O)CN3C2CC2)CC1 (stereo not given in full)	99	52	55	85	77	88	64	98	72
55	CC(C)Cc1ccc(C(C)C(=O)NCc2c[nH]c3ccc(Br)cc23)cc1 (stereo not given)	95	93	88	.	97	96	109	99	93
56	CN(C)N1C(=O)c2c(Cl)c(Cl)c(Cl)c(Cl)c2C1=O	108	126	97	106	102	123	93	118	106
57	Nc1nc(NC(=O)Nc2ccc(Cl)cc2)nn1-c1ccc(S(N)(=O)=O)cc1	97	83	91	100	91	100	80	89	91
58	Cn1cnc2c1c(=O)[nH]c(=O)n2C	92&107	55&90	106&101	103&100	107&97	93&98	89&97	94&106	106&107
59	Cn1cc(-c2nn3cc(-c4ccncc4)nc3s2)c2cc(Cl)ccc21	83	51	45	90	57	35	89	82	68
60	CN(C)CCNc1cccc2sc3ccc(O)cc3c(=O)c12	57	5.1*	55	93	.	-13*	32	36	23

# Later entries
no.	mol	SNB-19	CAKI-1	NCI-H23	A498	U251	SF-295	SNB-75	SF-539	SF-268
61	CCCCCN(CCCCC)CCC[C@@H](C)[C@H]1CC[C@H]2[C@@H]3[C@H](OCCCN)C[C@@H]4C[C@H](OCCCN)CC[C@]4(C)[C@H]3C[C@H](OCCCN)[C@]12C	61	76	49	93	.	.	71	-22*	87
62	CCN(CC)CCCN(CCCc1ccccc1)Cc1ccccc1	99	79	83	.	83	77	81	93	103
63	Cc1ccc(P(c2ccccc2)c2ccc(C)cc2)cc1	93	99	100	98	93	.	86	107	101
64	Cc1csc(/N=C(N)/N=C(\N)c2cccc(F)c2)n1	102	86	96	101	104	105	93	102	100
65	N#CC(C#N)c1ccnc2ccccc12	107	77	97	52	91	67	101	98	93
66	Fc1cc(-c2ncc(-c3cc(F)c(F)c(F)c3)c(NC3CCCCCC3)n2)cc(F)c1F	100	88	102	97	83	90	86	105	107
67	Cn1c(N2CCOCC2)nc(-c2ccc([N+](=O)[O-])cc2)c(C#N)c1=O	121	87	95	90	97	117	64	110	93
68	O=C(NC1CCCCC1)c1ccccc1	104	99	100	88	101	105	89	90	93
69	Cc1cc2c(c(Br)c1O)Oc1c(cc(C)c(O)c1Br)C21OC(=O)c2ccccc21	110	82	95	98	96	97	81	91	106
70	COc1cc(/C=C/c2nc(Nc3ccc(S(=O)(=O)Nc4cc(C)on4)cc3)c3ccccc3n2)ccc1O	64	45	74	95	61	71	60	62	76
71	COCO[C@@H]1C[C@]23CC[C@@H]4[C@](C)(COC(=O)NCc5ccc(OC)cc5)CCC[C@@]4(C)[C@@H]2CC[C@@]1(C)C3	.	59	56	76	75	89	105	93	85
72	O=C1NN(C(=O)c2ccc(Cl)cc2)C(c2ccccc2)=N/C1=C\c1cn(-c2ccccc2)nc1-c1ccccc1	91	80	90	69	92	74	.	94	95
73	Cc1ccc(N2CCN(C(=S)c3ccc4c(c3)OCO4)CC2)cc1	96	98	102	92	93	115	69	102	104
74	CC(C)(O)CN(C(=O)c1ccccc1)C1CCCCC1	113	98	99	98	100	99	94	109	110
75	c1ccc(-n2cc(COc3ncnc4sc5c(c34)CCCC5)nn2)cc1	99	94	97	.	97	102	88	97	97

# In the list so far, 2 contain an aryl thioether with sulfur outside any ring.
no.	mol	SNB-19	CAKI-1	NCI-H23	A498	U251	SF-295	SNB-75	SF-539	SF-268
31	COc1ccc(-n2c(SCc3cn(-c4ccc(Cl)cc4)nn3)nc3ccccc3c2=O)cc1	105	.	94	102	92	.	71	99	95
40	CSc1nnc(C2=CC(=O)c3ccccc3C2=O)n1-c1ccc(Cl)cc1	70	101	82	85	56	63	93	89	87

# Part of the list above in another layout.
[3] Cn1cnc2nc(Cl)nc(Cl)c21
- SNB-19: 61
- CAKI-1: -62*
- NCI-H23: 41
- A498: 63
- U251: 14
- SF-295: 16
- SNB-75: 48
- SF-539: 2.9*
- SF-268: 22
[4] COc1ccc(C(=O)NCC(C)C)cc1OC
- SNB-19: 100
- CAKI-1: .
- NCI-H23: 99
- A498: 90
- U251: 99
- SF-295: 100
- SNB-75: 95
- SF-539: 98
- SF-268: 103

# (continued)
no.	mol	SNB-19	CAKI-1	NCI-H23	A498	U251	SF-295	SNB-75	SF-539	SF-268
76	CC(=O)N1c2ccccc2NC2=C(C(=O)N(C)C2(C)C)C1C (stereo not given)	40	72	50	.	18	46	-3.3*	20	43
77	C=CN(c1ccccc1)c1nc(=O)[nH]c(=O)[nH]1	101	90	99	101	99	102	101	97	103
78	COCCCN(Cc1cc(OC)c(OC)c(OC)c1)C(=S)Nc1cccc(SC)c1	96	80	79	81	94	90	87	94	96
79	CN1c2ccccc2Sc2cc(C3CCC(=O)N3c3ccc(Cl)cc3Cl)ccc21 (stereo not given)	90	88	83	94	81	73	93	93	89
80	CC(=O)SC(CC(=O)O)C(=O)O (stereo not given)	104	110	104	117	117	118	93	114	113
81	O=C1CNN=C(Cn2nc(-c3ccccc3)c3ccccc3c2=O)N1	95	101	102	84	.	108	101	108	99
82	COc1ccccc1C(=O)NNC(=O)CSc1nc2c(c(=O)[nH]1)CCCC2	101	85	91	153	104	99	99	101	101
83	O=C1c2cccnc2C(=O)c2c1c(C(=O)OCCc1ccccn1)c1ccccn21	-39*	8.7*	-56*	-57*	-83*	-51*	-85*	-57*	-1.6*
84	CC1(C)CC[C@]23CC[C@]4(C)[C@H](CC[C@@H]5[C@@]6(C)CCCNC(C)(C)[C@@H]6CC[C@]54C)[C@H]2[C@H]1OC3	-20*	-92*	41	.	-76*	-65*	3.8*	39	38
85	N#CC1(C#N)C2CCCCC2(/C=N/Nc2ccccc2)C1(C#N)C#N (stereo not given)	94	79	99	118	97	98	76	109	97
86	CCOC(=O)CN1CC(C)(C)N(CC(=O)OCC)CC1(C)C	104	.	108	.	111	.	95	100	102
87	O=C(O)c1ccc([N+](=O)[O-])cc1-c1cc([N+](=O)[O-])ccc1C(=O)O	.	96	106	131	105	110	87	110	113
88	O=C(CSC(=S)N1CCN(c2ccccc2)CC1)Nc1nc2ccc(Cl)cc2s1	99	86	94	110	105	.	85	100	106

# Among those listed so far, 3 contain two or more sulfur atoms.
no.	mol	SNB-19	CAKI-1	NCI-H23	A498	U251	SF-295	SNB-75	SF-539	SF-268
34	CC(=O)/C(=C/n1c(=S)sc2ccccc21)C(=O)Nc1ccccc1	96	85	95	114	90	106	87	103	101
78	COCCCN(Cc1cc(OC)c(OC)c(OC)c1)C(=S)Nc1cccc(SC)c1	96	80	79	81	94	90	87	94	96
88	O=C(CSC(=S)N1CCN(c2ccccc2)CC1)Nc1nc2ccc(Cl)cc2s1	99	86	94	110	105	.	85	100	106

# Bioassay records (PubChem BioAssay)
